Hep lipid drop = inhibitors of hepatocyte lipid droplet formation, primary screen, imaging, high-throughput imaging, BODIPY stain. actives 0.4% (n = 240,000). inhibition, % at 6.5 µM. AML12 mouse hepatocytes, oleate lipid droplets;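 active = lipid droplet intensity inhibited by at least 50%, with more than 500 cells counted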
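Test system: AML12 mouse liver cells; schedule: overnight exposure; technique: high-content imaging of BODIPY-stained droplets and DAPI nuclei; read-out: % inhibition of corrected integrated BODIPY droplet signal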
human PMI inhibition = inhibitors of human PMI, primary screen, biochemical, fluorescence intensity, coupled assay (AID 1209). inhibition, % at 20 µM, or IC50 in µM where a hit was titrated. Mannose-6-phosphate isomerase (Homo sapiens). purified PMI enzyme, coupled fluorescence intensity; higher % means a stronger effect. actives 0.42% (n = 190,000);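 note: plate controls were DMSO vehicle for no effect and wells lacking substrate for full effect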
UTI89 phage lysis = inhibition of K1F phage lysis, E. coli UTI89, bacterial capsule biogenesis inhibitors, alamar blue (AID 488966). E. coli UTI89 K1F phage lysis, alamar blue, 2 h; higher % means a stronger effect. inhibition, % at 100 µM; hits with a dose series show IC50 in µM. actives 0.02% (n = 340,000);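 active = phage lysis inhibition, versus mean bacterial control, above a set limit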;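 note: capsule biogenesis inhibitors block K1F phage lysis so surviving cells raise fluorescence; higher fluorescence means more inhibition of phage lysis; actives were called in the ten point dose series up to 300 µM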
P. falciparum M1AAP = P. falciparum M1AAP inhibitors, biochemical, fluorogenic H-Leu-NHMec substrate, 1536-well (AID 1445); actives 0.42% (n = 220,000); one-dose inhibition, % at 30 µM; IC50 in µM for titrated hits; recombinant M1AAP, H-Leu-NHMec fluorogenic kinetic assay; higher % means a stronger effect; Aminopeptidase N (Plasmodium falciparum (isolate 3D7));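 active = primary inhibition above the hit cutoff, then over 50% inhibition at one or more dose response concentrations, cut at about 23% in these data, passing the limit was not always enough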;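 note: plate controls were DMSO full reaction for no effect and no enzyme background for full effect; strong numbers were not always called active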
TNAP activation fold = human TNAP enzyme activators, primary screen, biochemical, luminescent, no phosphate acceptor, uHTS (AID 1001). purified TNAP, luminescent activation assay, no phosphate acceptor; higher activation fold means a stronger effect. one-dose activation fold at 20 µM; EC50 in µM for titrated hits. Alkaline phosphatase, tissue-nonspecific isozyme (Homo sapiens). actives 0.03% (n = 200,000); in the data active = activation fold from about 3, or a potency from the dose series; inactive = the rest, 99 in 100 with activation fold below about 1.6; note: many of its hits are not listed in these tables
XIAP displacement = XIAP antagonists, biochemical, IAP family, fluorescence polarization (AID 1018) | actives 0.007% (n = 200,000) | E3 ubiquitin-protein ligase XIAP (Homo sapiens) | displacement, % at 20 µM, or IC50 in µM where a hit was titrated | XIAP BIR domain, fluorescence polarization peptide displacement; higher % means a stronger effect; in the data active = displacement above about 50%; note: a part of the inactive calls stands beside numbers as strong as those of hits
PMI inhibition = human PMI inhibitors, high substrate, primary screen, biochemical, fluorescence intensity, high mannose 6-phosphate (AID 1220); actives 0.66% (n = 190,000); recombinant PMI enzyme, coupled fluorescence intensity; higher % means a stronger effect; inhibition, % at 20 µM; hits with a dose series show IC50 in µM; Mannose-6-phosphate isomerase (Homo sapiens)
SIAH1 antagonists = Siah-1 peptide-binding antagonists, primary screen, biochemical, fluorescence polarization, rhodamine-plectin, uHTS (AID 1817) | E3 ubiquitin-protein ligase SIAH1 (Homo sapiens) | Siah-1 / rhodamine-plectin peptide fluorescence polarization; higher % means a stronger effect | displacement, % at 20 µM; hits with a dose series show IC50 in µM | actives 0.02% (n = 290,000);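 active = displacement of at least 50% at 20 µM, with a fluorescence ratio check between 0.3 and a set limit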;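 note: plate controls were Siah plus tracer with DMSO for no effect and tracer alone without Siah for full effect; strong numbers were not always called active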
M17LAP inhibition = P. falciparum M17LAP inhibitors, primary screen, biochemical, fluorogenic H-Leu-NHMec substrate, 1536-well (AID 1619) | recombinant M17LAP, H-Leu-NHMec fluorogenic kinetic assay; higher % means a stronger effect | inhibition, % at 30 µM, or IC50 in µM where a hit was titrated | actives 0.38% (n = 220,000);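 active = compound inhibiting the enzyme by more than half at any dose during confirmatory dose-response retesting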;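 note: plate controls were full reaction with DMSO carrier for no effect and no enzyme background for full effect; strong numbers were not always called active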
Hep lipid drop cells 6.5 µM = second read-out of Hep lipid drop, no call of its own (marks repeat the call); cell count; measured here: cell count, cytotoxicity flag;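 cells counted across two imaged fields per well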
* = called active by the depositor; nt = not tested or not shown; [ ] = remark or other dose. Cut-off read from the data, not from the text of the source, unless noted: active = inhibition above about 50%; inactive = the rest.

SMILES,Hep lipid drop,Hep lipid drop cells 6.5 µM,human PMI inhibition,UTI89 phage lysis,P. falciparum M1AAP,TNAP activation fold,XIAP displacement,PMI inhibition,SIAH1 antagonists,M17LAP inhibition
CCOc1ccccc1-c1nc(C(N)=O)c2[nH]c(=O)n(-c3ccc(F)cc3)c2n1,nt,nt,2%,-0.3%,-3%,1.3,-0.4%,4%,-3%,-6%
COc1ccccc1/C=C/C(=C1/C(=O)N(c2ccccc2)N=C1C)c1ccc(C)cc1,53*,502*,7%,1.2%,2%,0.9,-2.9%,4%,8%,0%
CN1C(=O)S/C(=C/c2ccccc2OCc2ccc(C(=O)O)cc2)C1=O,-4,691,10%,2.2%,7%,1.1,-5.8%,5%,-7%,3%
O=C1CC(NCc2ccc3c(c2)OCO3)C(=O)N1Cc1ccc2c(c1)OCO2 (stereo not given),nt,nt,11%,1.1%,-1%,1.1,0.0%,10%,-2%,7%
COc1ccccc1NC(=O)c1ccc(COc2ccc3c(c2)CCC3)cc1,0,599,7%,2.4%,4%,1.1,0.8%,13%,0%,-4%
CCOC(=O)c1sc(Nc2ccccc2)nc1C,18,819,0%,0.5%,2%,0.8,-2.4%,5%,0%,-9%
COC(=O)c1sccc1NC(=O)c1cccs1,-24,637,nt,nt,1%,nt,nt,nt,-3%,2%
NS(=O)(=O)c1ccc(CCNC(=O)CN2CCN(c3ccccc3F)CC2)cc1,-13,579,6%,-0.6%,5%,1,-15%,5%,0%,-9%
Cc1cccc(Oc2ccc(NC(=O)c3ccccc3C(=O)O)cc2)c1C,-4,733,2%,-0.5%,-1%,1,-6.2%,16%,-1%,3%
CCOC(=O)Nc1ccc2ncn(C)c(=O)c2c1,nt,nt,6%,-0.6%,0%,1.1,-0.2%,5%,-5%,2%
CN(C)C(=N)c1n[nH]nc1SCc1ccccc1,nt,nt,-15%,-4.3%,-3%,1,-1.3%,-14%,-5%,-3%
C=CCNC(=O)C1CC(=O)N(c2ccc(OCC(=O)Nc3ccc(OC)cc3)cc2)C1 (stereo not given),-33,544,-1%,0.3%,2%,1,-6.2%,2%,-5%,-5%
CCCCCOc1ccccc1C(=O)NCCC(=O)O,nt,nt,-1%,1.4%,0%,1,-6.7%,-8%,-2%,-4%
COc1cc(OC)c(C(=O)CCCN2CCCC2)c(OC)c1,0,736,-9%,1.6%,11%,1.1,-6.4%,2%,8%,-8%
O=C(c1ccc(Cl)cc1)C1CCN(C(=O)N2CCOCC2)CC1,nt,nt,-5%,-0.1%,9%,1.1,2.1%,0%,1%,10%
O=S1(=O)CC(O)C(Nc2ccc(Cl)cc2)C1 (stereo not given),0,773,-4%,0.7%,2%,1.1,-1.0%,1%,-6%,6%
COc1ccc(-n2cnnc2SCC(=O)Nc2cc(C)on2)cc1,7,698,9%,-2.3%,3%,1.1,-7.5%,10%,-3%,-1%
O=C(Nc1cccc2ncccc12)c1cccnc1,-2,693,4%,3.8%,5%,1,-8.5%,17%,-4%,-2%
Cc1cccc(N=Nc2cn[nH]c2-c2ccco2)c1,9,740,2%,-3.6%,4%,1.8,-15%,12%,0%,5%
Cc1cc(Cl)c(OCCCn2cncn2)c(Br)c1,-5,711,4%,4.9%,-2%,1.1,-0.6%,2%,1%,0%
O=C1c2ccccc2-c2c1cccc2C(=O)N1CCN(C(=O)c2ccco2)CC1,nt,nt,-1%,0.1%,4%,1.1,-8.7%,3%,3%,7%
C=CCn1c(=N)n(CC(=O)c2cccc([N+](=O)[O-])c2)c2ccccc21,0,609,6%,0.3%,2%,1,-1.7%,3%,9%,20%
C=CCOC(=O)C1=C[C@H](c2cn(C(C)=O)c3ccccc23)C[C@H](OCc2ccc(CO)cc2)O1,-27,610,5%,-0.4%,3%,1.1,-3.2%,9%,4%,-1%
O=C(CCc1nc2ccccc2[nH]1)NC1CCCCC1,-6,769,-4%,0.4%,-1%,1.1,0.4%,-1%,-1%,-10%
C/C=C\C(=O)Nc1cccc(C2=NOC3(C2)C[C@@H](C(N)=O)N(C(=O)C2(C)CC2)C3)c1 (stereo not given in full),nt,nt,nt,2.1%,2%,nt,nt,nt,10%,5%
COc1cc(NC(=O)COC(C)=O)cc(OC)c1OC,18,690,-5%,0.2%,4%,1,-5.7%,-2%,2%,-1%
O=C(CNC(=O)C1CCCCC1)OCn1nnc2ccccc2c1=O,-6,725,12%,-0.3%,3%,1.2,-1.8%,8%,-3%,-1%
Cc1[nH]nc(N2CCCCC2)c1[N+](=O)[O-],-1,653,4%,0.0%,2%,0.9,-4.4%,2%,3%,1%
O=C1N(Cc2cccc(Cl)c2)C[C@@H]2C[C@@H](c3ccsc3)N3CCC[C@@]123,-56,687,12%,0.4%,4%,1.1,3.2%,12%,4%,0%
Cc1ccc2nsnc2c1NC(=O)CCc1ccccc1,-9,619,-11%,2.0%[50 µM],0%,1.2,-0.5%,-4%,6%,9%
O=C(NCc1cccs1)c1cnc(Cl)c(Cl)c1,-1,726,-18%,0.2%,4%,1,-9.3%,-17%,0%,5%
C/C(Cl)=C\C[N+](C)(C)CC(=O)OCCc1ccccc1,0,676,nt,nt,-1%,nt,nt,nt,0%,-2%
CC1(CC(=O)Nc2ccccc2)NC(=S)N(c2ccccc2)N1 (stereo not given),14,737,-26%,-0.2%,4%,1.1,0.9%,-6%,13%,5%
COc1ccc(NC(=O)Cc2ccc(C)c(C)c2)cc1Cl,-14,669,-23%,0.3%,-2%,1,-11%,-5%,2%,5%
COC(=O)c1cccnc1-n1c(=O)c2cccnc2n(Cc2ccc(Cl)cc2)c1=O,6,658,7%,-0.1%,-4%,1.1,-3.3%,10%,6%,6%
COc1ccc(NC(=O)c2ccccc2-c2ccccc2)c(C)c1,2,717,6%,0.0%,1%,1.1,-7.2%,24%,13%,-2%
O=C(Cc1cccs1)Nc1ccc(S(=O)(=O)N2CCCCC2)cc1,-2,585,-8%,0.4%,6%,1.1,-8.5%,-17%,7%,-1%
c1ccc(CN2CCN(CCCNc3ccc4nnc(-c5ccccc5)n4n3)CC2)cc1,0,653,9%,-1.5%,-4%,1,-3.8%,5%,-7%,9%
Cc1ccc(Cn2c(SCC(C)C)nc3c2c(=O)[nH]c(=O)n3C)cc1,nt,nt,-12%,0.1%,0%,1,-1.7%,-9%,6%,-5%
CC(C)(C)NS(=O)(=O)c1ccc(NC(=O)c2cc(-c3ccccc3)nc3ccccc23)cc1,nt,nt,13%,0.3%,2%,1,0.5%,8%,7%,-5%
CNc1ccc(Oc2nc([N+](=O)[O-])nn2C)cc1,4,684,11%,1.2%,-1%,1.1,-6.6%,42%,2%,0%
CN(C)C(=O)CSCc1c(Cl)cccc1Cl,-7,788,2%,-0.1%,6%,1.1,-7.2%,-8%,0%,2%
N#Cc1cccc(NC(=O)N2CCC(c3nc4c(nnn4Cc4cccc(Cl)c4)c(=O)[nH]3)CC2)c1,nt,nt,2%,0.7%,6%,1.1,-2.4%,0%,1%,-2%
CCC(C)OC(=O)C1=C(C)NC(=O)CC1c1ccccc1OC (stereo not given),nt,nt,6%,-0.2%[50 µM],8%,1.1,-7.7%,1%,0%,0%
O=S(=O)(/N=C(/c1ccccc1Cl)N1CCOCC1)c1ccccc1,nt,nt,-7%,0.4%,-3%,0.9,-4.8%,28%,0%,-12%
O=C1CCC(C(=O)Nc2cccc3ccccc23)N1 (stereo not given),0,713,4%,2.3%,1%,1.1,-0.2%,1%,3%,4%
Cc1ccc(C(=O)N2CC3(C(C)C)CN(C(=O)c4ccc(C)cc4)CC(C(C)C)(C2)C3=O)cc1,-17,770,-5%,7.1%,-9%,1,-7.2%,-7%,0%,-49%
Cn1c2ccccc2c(=O)c2c(=O)n(Cc3ccco3)c(COc3ccccc3)nc21,14,610,-6%,-3.8%,9%,1,-3.8%,1%,7%,10%
Cn1c(=O)[nH]c(=O)c2c1nc(N1CCCCCC1)n2CCOc1ccccc1,-7,700,nt,0.1%,5%,1.1,-8.0%,nt,4%,6%
COC(=O)c1[nH]c2cc(OC)ccc2c1NC(=O)CN1CCN(c2cccc(C)c2)C(C)C1 (stereo not given),nt,nt,4%,0.0%,4%,0.9,-3.7%,6%,-1%,2%

Arranged by SMILES length (smallest number first): some entries from above.
SMILES,Hep lipid drop,Hep lipid drop cells 6.5 µM,human PMI inhibition,UTI89 phage lysis,P. falciparum M1AAP,TNAP activation fold,XIAP displacement,PMI inhibition,SIAH1 antagonists,M17LAP inhibition
COc1ccc(NC(=O)c2ccccc2-c2ccccc2)c(C)c1,2,717,6%,0.0%,1%,1.1,-7.2%,24%,13%,-2%
COc1ccccc1NC(=O)c1ccc(COc2ccc3c(c2)CCC3)cc1,0,599,7%,2.4%,4%,1.1,0.8%,13%,0%,-4%
C=CCOC(=O)C1=C[C@H](c2cn(C(C)=O)c3ccccc23)C[C@H](OCc2ccc(CO)cc2)O1,-27,610,5%,-0.4%,3%,1.1,-3.2%,9%,4%,-1%

The list continues.
SMILES,Hep lipid drop,Hep lipid drop cells 6.5 µM,human PMI inhibition,UTI89 phage lysis,P. falciparum M1AAP,TNAP activation fold,XIAP displacement,PMI inhibition,SIAH1 antagonists,M17LAP inhibition
CCSCC1COC(c2cccn2Cc2ccc(C)cc2)=N1 (stereo not given),nt,nt,6%,1.4%,3%,1,-1.6%,1%,2%,2%
CCOC(=O)c1c(-c2ccccc2Cl)cn2ccccc12,-26,592,20%,0.4%,10%,1.1,-3.2%,16%,-1%,-6%
CCN(CC)c1ccc(NC(=O)CCCCCN2C(=O)c3ccccc3C2=O)cc1,nt,nt,12%,-0.7%,-6%,1,-1.4%,6%,3%,30%
Cn1c(SCC(=O)N2CCCc3ccccc32)nnc1-c1c[nH]c2ccccc12,-2,673,3%,0.4%,10%,1.1,-2.1%,4%,3%,2%
Cc1cc([N+](=O)[O-])nn1CC(=O)N1N=C(C(F)F)CC1(O)C(F)F (stereo not given),-37,664,-6%,-0.6%,-2%,1.1,0.5%,-6%,-2%,6%
CCOC(=O)CC(=O)Nc1nc2ccccc2s1,nt,nt,7%,0.0%,4%,1.1,-3.8%,8%,2%,-14%
CC(C)C(=O)NCCSc1c[nH]c2ccccc12,7,640,7%,0.1%,8%,1.1,-3.7%,11%,0%,13%
Cc1ccc2occ(C3NC(C(=O)O)CS3)c(=O)c2c1 (stereo not given),-7,665,6%,-0.3%,17%,0.8,-6.3%,4%,0%,26%

Bioassay records as filed in PubChem.
